LDHA inh: LDHA (human) enzyme inhibition; activity change, % (values are at about 110 or 230 µM); purified LDHA, NADH/diaphorase-resazurin fluorescence; active compounds read low; P00338; 0.15% of 480,000 active; AID 1347041; in the data active means activity change below about -30%; inconclusive means mostly about -25% to -30%;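 further: plate controls were DMSO wells for no effect and wells without enzyme for full effect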
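LDH5 2 nM; NADH 0.06 mM, pyruvate 0.2 mM; 200 mM Tris pH 7.4, EDTA, Tween-20; 5 min RT. Detection: diaphorase 0.133 mg/mL + resazurin 37 µM, fluorescence ex540/em590 at 0 and 20 min; normalized to enzyme-free and DMSO wells.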
BLM inh: Bloom syndrome helicase (human) inhibition | recombinant BLM DNA unwinding, fluorescence dequenching | P54132 | 0.2% of 350,000 active | Potency, µM (series often up to 56.1 µM), for the others: at the top dose activity change, negative = inhibition, hits mostly inhibitors;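 further: potency means the concentration at half of the fitted maximal effect; plate controls were vehicle for no effect and no enzyme for full effect; nearly all actives have a fitted effect of over 35% in size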
APEX1 inh: inhibitors of human APE1 endonuclease | P27695 | recombinant APE1, TAMRA/BHQ-2 abasic DNA cleavage fluorescence | Potency, µM (highest dose often 65.8 µM), for the others: top-dose activity change, negative = inhibition, usual class: inhibitors | 0.35% of 350,000 active | AID 2517;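 further: potency means the concentration at half of the fitted maximal effect; plate controls were vehicle for no effect and reference inhibitor for full effect; nearly all actives have a fitted effect of over 55% in size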
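Step 1: APE1 (0.75 nM) with compound, 15 min RT. Step 2: add 50 nM fluorophore/quencher THF duplex. Step 3: three fluorescence reads 60 s apart (525/598 nm); read 3 minus read 1 = reaction progress.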
POLH inh: inhibitors of human DNA polymerase eta. recombinant Pol eta, fluorescent DNA replication assay. 1.2% of 390,000 active. Potency, µM (doses to about 114 µM), without a hit: at the highest dose activity change, negative = inhibition, hits mostly inhibitors. Q9Y253; further: potency means the concentration at half of the fitted maximal effect; on the % scale 0 is the no-effect control and ±100 the full control effect
Target sequence (Q9Y253 whole entry, looked up): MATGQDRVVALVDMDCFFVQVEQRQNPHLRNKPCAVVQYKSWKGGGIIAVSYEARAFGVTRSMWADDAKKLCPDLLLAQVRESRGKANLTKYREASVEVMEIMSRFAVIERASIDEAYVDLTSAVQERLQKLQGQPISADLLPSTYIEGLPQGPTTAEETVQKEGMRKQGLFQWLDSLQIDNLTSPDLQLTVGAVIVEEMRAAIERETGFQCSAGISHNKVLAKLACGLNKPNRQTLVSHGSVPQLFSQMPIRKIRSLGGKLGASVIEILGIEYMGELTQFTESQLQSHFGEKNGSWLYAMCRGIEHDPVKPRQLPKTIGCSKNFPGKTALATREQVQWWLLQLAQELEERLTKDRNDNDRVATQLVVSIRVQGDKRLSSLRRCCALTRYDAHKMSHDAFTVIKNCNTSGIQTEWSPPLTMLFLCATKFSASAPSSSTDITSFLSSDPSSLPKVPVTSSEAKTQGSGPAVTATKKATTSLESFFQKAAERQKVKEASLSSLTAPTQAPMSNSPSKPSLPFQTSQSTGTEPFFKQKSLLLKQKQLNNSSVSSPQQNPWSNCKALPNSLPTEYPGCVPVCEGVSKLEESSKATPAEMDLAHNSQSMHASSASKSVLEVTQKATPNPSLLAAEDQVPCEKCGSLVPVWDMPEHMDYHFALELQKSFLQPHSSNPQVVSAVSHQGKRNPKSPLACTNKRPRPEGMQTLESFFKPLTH
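Pol eta (10 nM) was preincubated with compounds for 15 min at room temperature, after which fluorescent replication substrate (50 nM final) was added to start the reaction. Fluorescence was read kinetically at 0 and 10 min.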
Glioma ERSR ind: ER stress response induction in glioma; 0.02% of 420,000 active; Potency, µM, for inactives: at the top dose activation, actives largely listed as activators; U87-MG GRP78 promoter luciferase reporter, 16 h; further: potency means the concentration at half of the fitted maximal effect; series mostly up to about 76 µM; % of control where 0% means no effect; nearly all actives have a fitted effect of over 35% in size
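Stably transfected U87-MG human glioma cells carrying a GRP78-based luminescent sensor were seeded at 1000 cells/well, pin-dosed with compounds and incubated 16 h. Luciferase reagent was then added, and end-point luminescence was read after 10 min at room temperature.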
POLI inh: blocks human DNA polymerase iota activity | Q9UNA4 | Pol iota fluorescent replication assay, 10 min | Potency, µM (series often up to 115 µM), for inactives: top-dose activity, negative = inhibition, actives largely listed as inhibitors | 1% of 390,000 active | AID 588590; further: potency means the concentration at half of the fitted maximal effect
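Pol iota at 10 nM preincubated 15 min with compounds at room temperature; reaction started with fluorescent substrate, 50 nM final. Fluorescence read kinetically at 0 and 10 min; buffer-only wells as negative control.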
Pol kappa inh: blocks human DNA polymerase kappa activity; Q9UBT6; purified Pol kappa, fluorescent DNA synthesis assay, 10 min; Potency, µM (series often up to 107 µM), inactives show at the top dose activity, negative = inhibition, hits mostly inhibitors; 0.53% of 400,000 active; AID 588579; further: potency means the concentration at half of the fitted maximal effect; on the % scale 0 is the no-effect control and ±100 the full control effect
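Kinetic fluorescence readout at 0 and 10 min followed reaction start with substrate at 50 nM final. Beforehand, enzyme (10 nM Pol kappa) stood 15 min with compound at room temperature; buffer-only wells were negative controls.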
POLB inh: DNA polymerase beta (human) inhibition; P06746; Pol beta primer extension/strand displacement, fluorescence kinetic; Potency, µM (top dose mostly 114 µM), inactives show at the top dose activity change, negative = inhibition, hits mostly inhibitors; 1.3% of 340,000 active; AID 485314; further: potency means the concentration at half of the fitted maximal effect; on the % scale 0 is the no-effect control and ±100 the full control effect
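Pol beta (10 nM) was preincubated with compound for 15 min at room temperature. The reaction was then started with 50 nM substrate and read immediately and after a further 10 min at room temperature.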
Apoferritin bind: binds horse apoferritin like a general anesthetic; Potency, µM (doses to about 77.5 µM), inactives show top-dose activity change, negative = displacement, hits mostly inhibitors; P02791; 0.074% of 350,000 active; apoferritin/1-aminoanthracene competitive binding, fluorescence; AID 485281; further: potency means the concentration at half of the fitted maximal effect; on the % scale 0 is the no-effect control and ±100 the full control effect; nearly all actives have a fitted effect of over 20% in size
Target sequence (P02791 2-175 limits assumed): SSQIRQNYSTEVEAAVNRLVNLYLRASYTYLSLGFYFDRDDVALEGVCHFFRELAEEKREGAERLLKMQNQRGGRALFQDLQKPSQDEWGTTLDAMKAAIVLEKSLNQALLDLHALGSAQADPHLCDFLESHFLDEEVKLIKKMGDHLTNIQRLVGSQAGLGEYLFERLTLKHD
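Probe: 1-aminoanthracene (50% saturated, PBS). Protein: horse-spleen apoferritin, 10 uM. Incubation: 10 min, room temperature. Detection: 380 nm excitation, 535 nm emission. Analysis: normalized response, four-parameter Hill.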
* = called active by the depositor; ? = inconclusive; / = no result given; & = joins results of further samples; [ ] = another dose, or the depositor's remark. Unless noted, the call rests on the fitted dose curve; in most records, active means well fitted curve in the direction sought with a large enough effect; inconclusive means small, poorly fitted or top-dose-only effect, or another doubt; inactive means no such curve, though single readings can be large; an effect the other way counts as inactive or inconclusive. This is a subset; the hit share may differ from the screen's.

SMILES	LDHA inh	BLM inh	APEX1 inh	POLH inh	Glioma ERSR ind	POLI inh	Pol kappa inh	POLB inh	Apoferritin bind
Cc1nnsc1C(=O)Nc1cccc(Cl)c1C	-5	0%	-5%	-19%	-3%	27%	-12%	0%	-5%
O=C(NCCCN1CCOCC1)c1ccc(N2CCOCC2)c([N+](=O)[O-])c1	-2	-2%	9%	-16%	-4%	27%	-3%	3%	-2%
CC(=O)c1ccc(NC(=O)c2cc(C)nc3ccccc23)cc1	-3	-8%	8%	-20%	-1%	85%[activator]	-7%	-1%	-6%
COc1cc2ncnc(NCc3ccc(C)cc3)c2cc1OC	0	-3%	-6%	-28%	-9%	0%	-9%	0%	27%
Cc1ccc(S(=O)(=O)N2[C@@H](c3ccccc3)C(C(=O)O)=CC[C@H]2c2cccs2)cc1	-6	/	21%	5%	-5%	-6%	-7%	/	/
C#CCOCCOCCOCCNc1nc(N2CCN(C(=O)[C@H](Cc3ccc(O)cc3)n3cc([C@@H](N)C(C)CC)nn3)CC2)nc(N2CCN(C(=O)[C@H](CCCCN)n3cc([C@@H](N)CO)nn3)CC2)n1 (stereo partly specified)	0	8%	3%	-8%	-2%	-18%	13%	9%	-1%
COc1cccc(NC(=O)c2ccc(S(=O)(=O)N(C)C)cc2)c1	-3	0%	0%	-26%	2%	-2%	-10%[60.1 µM]	-11%	-9%
Cc1ccc(C(C(=O)NC2CCCCC2)N(C(=O)c2csnn2)C2CC2)cc1 (stereo unspecified)	-7	-3%	42%	-19%	3%	-5%	-2%	19%	-14%
COc1ccccc1-c1nnc(SCC(=O)NC2CCCCC2)n1C	-10	0%	57%[activator][12.4 µM]	13%	0%	29%	2%	-29%	6%
CCCn1c(/C=C/c2ccco2)nc2ccccc21	1	-28%	6%	13µM*	4%	45µM*	-36%	22µM*	-12%
O=C(Nc1nccs1)c1ccc(NC(=O)C2CC=CCC2C(=O)O)cc1 (stereo unspecified)	-10	0%	-1%	-2%	-5%	-9%	-8%	1%	-5%
C=C(C)CSc1nncn1/N=C/c1ccc(OC)cc1	-1	-1%	-2%	-5%	4%	-9%	-19%	7%	13µM*
C[C@H](CO)N1C[C@H](C)[C@@H](CN(C)S(=O)(=O)c2ccccc2)Oc2ccc(NS(=O)(=O)c3ccccc3)cc2C1=O	-21	/	-5%	-17%	-3%	19%	-12%	/	/
CS/C(=C\[N+](=O)[O-])Nc1ccccc1	-4	-1%	4%	-3%	3%	?	-5%	2%	-19%
Cc1cc(C)nc(SCC(=O)Nc2ccc(N3CCOCC3)cc2)n1	-4	1%	-2%	-7%	4%	13%	8%	7%	-2%
CCCC(=O)NCCc1nc2ccccc2n1C	-9	1%	0%	-21%	-5%	30%[activator]	-5%	-2%	2%
COc1ccccc1NS(=O)(=O)c1ccc(NC(=O)Cc2cccs2)cc1	-9	-6%	-2%	-18%	-4%	18%	-12%	7%	-5%
O=C(NCCNc1ccc([N+](=O)[O-])cc1)c1ccc(Cl)cc1	4	-7%	16%	-5%	-8%	117%[activator]	2%	35%	-20%
CCc1ccc(-c2cc(C(F)(F)F)n3nc(C(=O)Nc4c(C)nn(Cc5ccccc5C)c4C)cc3n2)s1	-1	-5%	9%	-13%	-2%	25%	-14%	-2%	-3%
Cc1cc(C)nc(SCc2ccc(C(=O)N/N=C/c3ccccn3)cc2)n1	-1	0%	4%	-14%	-1%	144%[activator]	2%	0%	-22%
S=C(Nc1ccccn1)NC1CCCCC1	-5	-6%	15%	-23%	-1%	8%	3%	17%	-5%
O=C(CSc1nnc(CNC(=O)c2c(F)cccc2F)o1)NCC1CCCO1 (stereo unspecified)	0	1%	4%	-11%	-2%	4%	0%	29%	-5%
CC(CCN1CCOCC1)c1ccccc1 (stereo unspecified)	-13	3%	-16%	-11%	-5%	31%[activator]	-6%	17%	0%
Cc1nc2ccc(S(=O)(=O)NC(C(=O)N3CCCCCC3)C(C)C)cc2s1 (stereo unspecified)	-14	3%	-2%	-7%	-5%	3%	-4%	13%	-6%
CC1(C)CN(O)CCN1O	-2	-1%	0%	-8%	-3%	6%	-17%	0%	-12%
COc1cccc(CNC(=O)c2ccc(CN3CC(=O)N4CCCCC4C3=O)cc2)c1 (stereo unspecified)	2	1%	/	3%	0%	?	-3%	3%	-17%
CCCC(=O)NC(=S)Nc1ccccc1C(=O)OC	-5	-3%	-1%	-12%	-3%	-10%	-3%	9%	-13%
S=C(NCc1ccccc1)NCc1ccccc1Cl	-5	-1%	0%	1%	2%	-2%	-10%	22%	-12%
CC(C)(CO)CNC(=O)CCc1nnc(-c2ccc(-c3ccccc3)cc2)o1	-17	1%	6%	-13%	-10%	-27%	-8%	34%	-17%
CC(NC(=O)C(=O)NCCN1CCN(C(=O)c2ccccc2Br)CC1)c1ccccc1 (stereo unspecified)	-4	-7%	3%	-17%	-3%	11%	9%	12%	8%
O=c1c2cnn(-c3ccccc3)c2ncn1Cc1cccc(Cl)c1	-8	-2%	7%	-1%	-2%	-6%	-1%	13%	-1%
CNC(=O)C(=O)NCC1OCCN1S(=O)(=O)c1ccc2c(c1)OCCO2 (stereo unspecified)	-2	-2%	0%	-20%	4%	76%[activator]	-4%	8%	-9%
CCC1=C(OC(=O)N(CC)CC)N2C(=O)OC(=NCCOC)[C@]2(Cc2ccccc2)[C@H]2C1=CC[C@H]1C(=O)NC(=O)[C@H]12	-2	-1%&-1%	-5%&-2%	1%	-3%	?	1%	-3%	1%&7%
C/C=C/C(=O)N1CC2(CC(c3cccc(NC(=O)CC(c4ccccc4)c4ccccc4)c3)=NO2)C[C@H]1C(N)=O (stereo partly specified)	-2	-1%	1%	-11%	-3%	10%	-6%	-4%	-21%
COc1ccccc1N1CC(C(=O)NC2CCCCCC2)CC1=O (stereo unspecified)	-7	/	6%	-17%	-6%	42%[activator]	0%	/	/
CN(Cc1ccc(Cl)cc1)C(=O)COC(=O)c1ccc(-c2ccc(O)cc2)cc1	-4	/	8%	0%	-1%	15%	-5%	/	/
O=C(O)C1CC1(c1ccccc1)c1ccccc1 (stereo unspecified)	1	-1%	26%	-10%	1%	14%	7%	17%	-1%
O=C(NCc1cccc2ccsc12)c1cccs1	2	/	25%	-7%	2%	5%	6%	/	/
COCc1cc(=O)n2[nH]c(SC)nc2n1	-7	-1%	-1%	-9%	-4%	18%	-18%	1%	4%
CC(=O)c1ccc(NC(=O)COC(=O)c2ccccc2Nc2ccccc2)cc1	-7	-3%	-2%	-14%	-2%	-1%	-16%	?	0%
O=C(CCC1N=C2c3ccccc3N=C(SCc3ccc(Cl)cc3)N2C1=O)NC1CCCCC1 (stereo unspecified)	-6	-5%	/	-19%	1%	15%	2%	-5%	-18%
O=C(c1ccco1)c1cn(CC(=O)N2CCCC2)c2ccccc12	-6	-1%	-1%	-18%	-3%	48%[activator]	-2%	-12%	-10%
CCN(Cc1ccccc1)S(=O)(=O)c1cc(Br)cc2c1N(C(=O)C1CC1)CC2	-10	-9%	/	-9%	-3%	17%	-8%	-1%	103%[activator]
COC(=O)CNC(=O)CSc1nc2sccc2c(=O)n1-c1ccccc1	-13	-9%	10%	?	3%	24%	-6%	?	3%
CCOC(=O)N1CCN(Cc2nc3cc(NC(=O)c4ccco4)ccc3n2CC)CC1	-8	-2%	29%	-7%	-1%	30%	-1%	38%	-5%
CCOC(=O)c1c(/N=C/N(C)C)sc(C(=O)OC)c1C	-2	3%	-2%	6%	-1%	?	-7%	1%	-14%
CC(=O)Nc1ccc(S(=O)(=O)N2CCC(NC(=O)C(Cc3ccc(C)cc3)NC(C)=O)CC2)cc1 (stereo unspecified)	-3	-2%	-5%	-4%	-4%	-19%	-13%	66%	3%
CC1CN(C(NC(=O)c2ccccc2)C(Cl)(Cl)Cl)CC(C)O1 (stereo unspecified)	-4	-5%	1%	1%	-4%	17%	-1%	0%	-19%
Cc1ccc(C(=O)N2CCN(S(=O)(=O)c3cc(Br)ccc3Br)CC2)o1	-7	-7%	-17%	-19%	0%	11%	-3%	-21%	8%
CCOC(=O)c1c(CN2CCN(c3ccccc3)CC2)oc2cc(Br)c(O)cc12	1	-11%	27%	-17%	5%	-12%	-8%	-10%	2%
(next part)
SMILES	LDHA inh	BLM inh	APEX1 inh	POLH inh	Glioma ERSR ind	POLI inh	Pol kappa inh	POLB inh	Apoferritin bind
O=C(OC1CCN(c2ncc(C(F)(F)F)cc2Cl)CC1)c1ccccc1	1	-5%	-3%	-18%	-6%	38%[activator]	-13%	23%	-20%
O=C(CCCc1nc(-c2ccccc2Cl)no1)NC1CCCC1	-2	-1%	-1%	-19%	-3%	24%	-29%	5%	6%
Cc1noc(/C=C/c2ccco2)c1S(=O)(=O)N1CCC(C(=O)Nc2ccc(F)c(Cl)c2)CC1	-3	-5%	/	-15%	-3%	?	-12%	13%	54%[activator]
Cc1c(C(=O)/C=C/c2cccs2)oc2ccc(F)cc12	2	-10%	-7%	-10%	9%	-18%	7%	-1%	-9%
Cc1ccc(-c2noc(CSc3nnc(Cc4ccccc4)n3-c3ccc(Cl)cc3)n2)cc1	0	-9%	?	-15%	-4%	15%	-9%	1%	-10%

Limited to Pol kappa inh, Glioma ERSR ind and POLI inh, for 3 of the compounds above:
Molecule,Pol kappa inh,Glioma ERSR ind,POLI inh
Cc1noc(/C=C/c2ccco2)c1S(=O)(=O)N1CCC(C(=O)Nc2ccc(F)c(Cl)c2)CC1,-12%,-3%,?
Cc1c(C(=O)/C=C/c2cccs2)oc2ccc(F)cc12,7%,9%,-18%
Cc1ccc(-c2noc(CSc3nnc(Cc4ccccc4)n3-c3ccc(Cl)cc3)n2)cc1,-9%,-4%,15%

Source: PubChem (National Center for Advancing Translational Sciences (NCATS))
